Compound activity from PubChem.
FEN1 inh = human FEN1 inhibition. Recombinant FEN1 flap cleavage, fluorescence, 15 min. AID 588795. P39748. Potency, µM (top dose mostly 114 µM), inactives show at the highest dose activity change, negative = inhibition, actives largely listed as inhibitors. actives 0.35% (n = 390,000); note: nearly all actives have a fitted effect of over 65% in size
Target sequence (P39748 whole entry, looked up): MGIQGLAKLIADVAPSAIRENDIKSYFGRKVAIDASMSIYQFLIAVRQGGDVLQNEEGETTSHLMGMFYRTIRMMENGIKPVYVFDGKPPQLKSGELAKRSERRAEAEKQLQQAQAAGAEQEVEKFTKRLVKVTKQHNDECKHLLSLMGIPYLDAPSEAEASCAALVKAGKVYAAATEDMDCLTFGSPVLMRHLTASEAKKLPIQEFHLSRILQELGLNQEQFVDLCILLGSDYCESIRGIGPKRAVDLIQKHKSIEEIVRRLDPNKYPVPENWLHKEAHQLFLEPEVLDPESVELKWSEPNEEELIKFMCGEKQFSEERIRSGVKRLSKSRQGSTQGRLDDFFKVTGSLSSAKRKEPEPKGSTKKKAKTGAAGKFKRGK
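Reaction started by adding substrate (50 nM final) to 10 nM enzyme after 15 min room-temperature compound preincubation. Reads at 0 and 15 min, with data normalized and fitted to a four-parameter Hill equation.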
N370S GC mod = inhibits or activates N370S mutant glucocerebrosidase; P04062; AID 2101; Potency, µM (doses to about 59.4 µM), for inactives: top-dose activity change, negative = inhibition, hits mostly inhibitors; actives 0.092% (n = 330,000); N370S GC spleen homogenate, 4MU-glucoside fluorescence;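 note: 0% = full enzyme activity and -100% = no enzyme basal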
DT40 TDP1 CPT = DT40-hTDP1 cell growth loss with CPT | chicken DT40 Tdp1-/-;hTDP1 cells + 20 nM CPT, ATP luminescence, 48 h | Potency, µM (series often up to 46.2 µM), for inactives: at the highest dose activity change, negative = growth inhibition, hits mostly inhibitors | actives 12% (n = 420,000); note: nearly all actives have a fitted effect of over 55% in size
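Chicken DT40 Tdp1-/- cells complemented with human TDP1, 400 cells/well, exposed to compounds plus 20 nM camptothecin for at least 48 h at 37 C; viability read as ATP content by CellTiter-Glo luminescence.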
* hit, by the source's call; ? = inconclusive; / = no result given. Calls come from the whole dose curve; as a rule, active = well fitted curve in the direction sought with a large enough effect; inconclusive = small, poorly fitted or top-dose-only effect, or another doubt; inactive = no such curve, though single readings can be large; an effect the other way counts as inactive or inconclusive. Unless noted, % is set by controls: 0 for no effect and ±100 for the full control effect; potency is the fitted concentration of half-maximal effect.

Preview, 2 compounds:
SMILES	FEN1 inh	N370S GC mod	DT40 TDP1 CPT
O=C(COC(=O)c1ccc[nH]c1=O)NCCc1ccc(F)cc1	-3%	7%	0%
Cc1c(NC(=O)CN2C(=O)NC(C)(c3ccc(OC(F)F)cc3)C2=O)c(=O)n(-c2ccccc2)n1C (stereo unspecified)	0%	-8%	25%

Main list (from the top)
SMILES	FEN1 inh	N370S GC mod	DT40 TDP1 CPT
O=C(COC(=O)c1ccc[nH]c1=O)NCCc1ccc(F)cc1	-3%	7%	0%
Cc1c(NC(=O)CN2C(=O)NC(C)(c3ccc(OC(F)F)cc3)C2=O)c(=O)n(-c2ccccc2)n1C (stereo unspecified)	0%	-8%	25%
O=C(Nc1ccccc1F)NC1CC1	-1%	7%	2%
O=C(CCCCCCCC(=O)c1ccccc1)c1ccccc1	-17%	9%	?
COc1ccc(C)cc1NC(=O)c1ccoc1C	-6%	?	-27%
O=C(COc1ncnc2sccc12)NC1CCCc2ccccc21 (stereo unspecified)	7%	-3%	-11%
CS(=O)(=O)Nc1ccccc1C(=O)NCC1(N2CCCCC2)CCCCC1	-3%	-8%	-9%
COC(=O)COc1ccc2oc(-c3ccc(OC)cc3)cc(=O)c2c1	-5%	/	-2%
C[C@H]1CN([C@@H](C)CO)C(=O)Cc2cc(NS(C)(=O)=O)ccc2O[C@@H]1CN(C)CC1CC1	3%	/	-3%
O=C(CN1C2=NCCN2c2ccccc21)c1ccc2c(c1)OCO2	8%	-13%	?
Cc1ccc(NC(=O)COC(=O)C(CC(C)C)N2C(=O)C3CC=CCC3C2=O)c(C)c1 (stereo unspecified)	-2%	0%	-8%
Nc1nc(=S)c2ncn(C3OC(CO)C(O)C3O)c2[nH]1 (stereo unspecified)	89µM*	9%	4.1µM*
COc1cccc(/C=N/N2CCOCC2)c1O	-6%	-4%	3%
CC(=O)Nc1ccc(S(=O)(=O)Nc2cc(C)cn(Cc3ccccc3)c2=O)cc1	-3%	-3%	?
O=C(CCN1C(=O)C2CC=CCC2C1=O)Nc1cc(C(F)(F)F)ccc1N1CCCC1 (stereo unspecified)	-3%	-2%	?
Cc1nn(-c2ccc(Cl)cc2)c2sc(C(=O)c3c(N)n(C)c(=O)n(C)c3=O)cc12	-11%	7%	-9%
CC(C)CN(C(=O)COC(=O)C(C)N1C(=O)c2ccccc2C1=O)c1c(N)n(Cc2ccccc2)c(=O)[nH]c1=O (stereo unspecified)	8%	-3%	-8%
C=CCO/N=C(\C)c1c(O)c(C)c(-c2ccccc2)n(-c2ccccc2)c1=O	-6%	-13%	-8%
COc1ccc(Cl)cc1NC(=S)NNC(=O)C1(C)CC1(Cl)Cl (stereo unspecified)	9%	12%	4%
O=C(CN1C(=O)C2CC=CCC2C1=O)NCC(=O)Nc1ccc(F)c(F)c1F (stereo unspecified)	-2%	-2%	16%
Cc1ccc2c(c1)NC(=O)C(N1CCOCC1)(C(F)(F)F)O2 (stereo unspecified)	-7%	-3%	-13%
COc1ccc(CCNC(=O)CCSc2nc(-c3ccco3)cc(C(F)(F)F)n2)cc1OC	-2%	-11%	15µM*
CCNc1ccccc1C(=O)O	22%	1%	1%
COC(=O)Nc1nc(-c2cc(Cl)ccc2Cl)cs1	1%	-5%	-12%
CCc1cccc(NC(=O)CN2C(=O)NC3(CCCCCCC3)C2=O)c1	2%	-15%	10µM*

Arranged by molecular weight (low to high): some entries from above
SMILES	FEN1 inh	N370S GC mod	DT40 TDP1 CPT
Nc1nc(=S)c2ncn(C3OC(CO)C(O)C3O)c2[nH]1 (stereo unspecified)	89µM*	9%	4.1µM*
COc1ccc(Cl)cc1NC(=S)NNC(=O)C1(C)CC1(Cl)Cl (stereo unspecified)	9%	12%	4%
O=C(CN1C(=O)C2CC=CCC2C1=O)NCC(=O)Nc1ccc(F)c(F)c1F (stereo unspecified)	-2%	-2%	16%
CC(=O)Nc1ccc(S(=O)(=O)Nc2cc(C)cn(Cc3ccccc3)c2=O)cc1	-3%	-3%	?
COc1ccc(CCNC(=O)CCSc2nc(-c3ccco3)cc(C(F)(F)F)n2)cc1OC	-2%	-11%	15µM*
CC(C)CN(C(=O)COC(=O)C(C)N1C(=O)c2ccccc2C1=O)c1c(N)n(Cc2ccccc2)c(=O)[nH]c1=O (stereo unspecified)	8%	-3%	-8%

Continuation.
SMILES	FEN1 inh	N370S GC mod	DT40 TDP1 CPT
O=C(O)C1CC(=O)N(c2ccc(OCc3ccccc3Cl)cc2)C1 (stereo unspecified)	11%	3%	3%
Cc1cccn2c(=O)c3cc(C(=O)NCc4ccco4)c(=N)n(CCOCCO)c3nc12	-16%	-18%	-32%
Cc1cc(C)c(CN2CCC(N3CCC(C(=O)NCC4CCCO4)CC3)CC2)cc1C (stereo unspecified)	6%	-8%	?
CCCCn1c(CCCNC(=O)c2ccco2)nc2ccccc21	-5%	-4%	?
CCN1CCN(CC(=O)Nc2nc3ccccc3s2)CC1	-6%	-8%	10%
c1ccc(NC(c2ccccc2)c2ccncc2)cc1 (stereo unspecified)	11%	-8%	-24%
CCn1ccc(C(=O)Nc2ccccc2Cl)n1	21%	21%	-12%
COC(=O)c1cc(S(=O)(=O)N2CCN(C(=O)c3ccco3)CC2)cn1C	-7%	7%	-12%
COc1ccc(CNC(=O)c2cc3cccc(O)c3oc2=N)cc1	-11%	1%	?
COCCNC(=S)N1CCCN(c2nc3cc(C)ccc3cc2C#N)CC1	-1%	20%	?
COc1cc(NC(=O)C(=O)NNC(=O)C2CCCCC2)c(OC)cc1Cl	0%	5%	-10%
CCn1c(COc2ccccc2)nnc1SCC(=O)C(C)(C)C	0%	6%	?
COCCn1c(=O)c(-c2cccc(C#N)c2)nc2cnc(N3CCNCC3)nc21	/	?	-6%
COc1ccccc1OCC(=O)NN1Cc2ccccc2C1=N	2%	-6%	-24%
COc1ccc(S(=O)(=O)NCCc2cn3ccsc3n2)cc1	-13%	/	4%
O=C(Nc1cccc(Cl)c1Cl)c1cc(S(=O)(=O)N2CCCCC2)ccc1F	-4%	/	?
CCOc1cccc(CN2CCC(Oc3ccc(C(=O)N4CCCC4)cc3)CC2)c1	-15%	-2%	?
COc1ccc(NC(=S)NCc2ccccc2)c(OC)c1	-11%	11%	3%
Fc1ccc(-c2nnc(CSc3nnc(-c4ccc5c(c4)OCO5)o3)o2)cc1	-1%	?	4%
CCCc1[nH]nc2c1C(c1ccc(OCCN3CCOCC3)c(OCC)c1)C(C#N)=C(N)O2 (stereo unspecified)	6%	-1%	-26%
COc1ccc(CCC(C)Nc2ccc(F)cc2)cc1 (stereo unspecified)	-19%	8%	5%
COc1ccccc1OCCn1ccnc1	2%	-4%	4%
CCCCn1cnc2c(c(-c3ccccc3)c(-c3ccccc3)n2Cc2ccco2)c1=N	-4%	?	-3%
O=C(CNC(=O)c1ccc(Cl)cc1Cl)OCN1C(=O)c2ccccc2C1=O	3%	-11%	4%
O=[N+]([O-])c1cc(/C=N/n2c(-c3cccnc3)n[nH]c2=S)ccc1Cl	56µM*	3%	?
Additional records
SMILES	FEN1 inh	N370S GC mod	DT40 TDP1 CPT
CC1(C)Cc2c(sc(NC(=O)COc3ccc(Cl)cc3)c2C(N)=O)C(C)(C)N1	18%	-3%	?
Cc1c(C(=O)NCc2ccc(Cl)cc2)oc2ccc3c(c12)C(=O)CC(C)(C)O3	-21%	/	?
Cc1ccc(-c2nc(CS(=O)CC(=O)NCc3ccc4c(c3)OCO4)c(C)o2)cc1 (stereo unspecified)	12%	-4%	?
O=C(CCNC(=O)c1ccccc1Cl)Nc1nc(-c2ccccc2Cl)cs1	9%	?	?
CCCCc1cc(=O)oc2cc(C)c3c(C(C)(C)C)coc3c12	14%	/	?
COc1ccc(C(=O)NNC2=NC(C)(C)Cc3ccccc32)cc1	-8%	6%	2%
O=C1CCC[C@@H]2C[C@@]3(C[C@@H]4CCN1[C@H]24)Nc1cc([N+](=O)[O-])ccc1NC3=NCc1ccccc1	-19%	/	?
CCN(CC)c1nc2c(c(=O)[nH]c(=O)n2C)n1Cc1ccccc1	2%	7%	-2%
Cc1ccc2sc(N(CCCN(C)C)C(=O)c3ccc(S(=O)(=O)N4CCc5ccccc5C4)cc3)nc2c1C	-2%	?	4.6µM*
Cc1ccc2c(=O)cc(C(=O)Nc3ccc(S(=O)(=O)N4CCC(C)CC4)cc3)oc2c1C	18%	/	-8%
CCCCn1c(N)c(N(CCOC)C(=O)c2ccc3c(c2)OCCO3)c(=O)[nH]c1=O	8%	-19%	10%
COc1ccc(CCNC(=O)CCc2c(C)nc3c(c(C)nn3-c3ccc(C)cc3)c2C)c(OC)c1	4%	/	?
c1ccc(Nc2ncncc2-c2ccc3c(c2)OCO3)cc1	/	-3%	-17%
CCOC(=O)c1cc(S(=O)(=O)NCCc2ccccc2)cn1C	4%	4%	24%
CCCC(C(=O)O)n1c(O)c(C=C2N=c3ccccc3=N2)sc1=S (stereo unspecified)	2%	5%	27%
Cc1ccc(S(N)(=O)=O)cc1NC(=O)/C=C/c1cccs1	-1%	2%	-4%
Cc1cc(C)c(S(=O)(=O)NC2CC(C)(C)NC(C)(C)C2)cc1Br	3%	-13%	?
Cc1n[nH]c(C)c1S(=O)(=O)N1CCCCCC1	35%	6%	-3%
CCC1=Nc2cc(C(=O)N3CCCCC3)ccc2Sc2ccc(C)cc21	-18%	-11%	-24%
Cc1nn(-c2ccccc2)c2c1C(=O)N(Cc1ccccc1)C(=O)C(C)(C)C2	4%	6%	-11%
Cn1ccsc1=NC(=O)c1ccc(S(=O)(=O)C(F)F)cc1	0%	-4%	-24%
Nc1cc(=O)[nH]n1C1CCCC1	-12%	2%	-14%
O=C(CC(=O)c1ccccc1)Nc1cc(C(F)(F)F)ccc1Cl	3%	20%	0%
N=C1/C(=C\c2ccc(OC(=O)c3ccccc3)cc2)C(=O)N=C2SC(N3CCOCC3)=NN12	-12%	-10%	1%
COc1cccc(NC(=O)CN(C)C(=O)c2ccc(-c3ccccc3Cl)o2)c1	11%	-6%	?
(listing goes on)
SMILES	FEN1 inh	N370S GC mod	DT40 TDP1 CPT
Cc1ccc(NC(=O)CSc2nc3ccccc3nc2N2CCCC2)cc1	6%	6%	12µM*
CCN(CC(=O)NCc1cccs1)C(=O)c1ccc(S(=O)(=O)Nc2cccc(C)c2C)cc1	9%	-16%	?
CCOC(=O)C1=C(C)NC(C)=C(C(=O)OCC)C1C(=O)OCC(=O)N1CC(C)OC(C)C1 (stereo unspecified)	0%	/	-4%
Cc1cccc(CCNC(=O)C2CCCN(S(=O)(=O)c3cccc4nsnc34)C2)c1 (stereo unspecified)	-1%	-2%	?
O=C(CCN1C(=O)S/C(=C\c2cccs2)C1=O)NC1=NCCS1	-19%	-12%	-3%
C=CCNC(=S)Nc1cccc(N)c1	12%	4%	5%
COc1ccc(NC(C)=O)cc1S(=O)(=O)N1CCn2cccc2C1C (stereo unspecified)	20%	/	-6%
COC(=O)Cc1[nH]nc2c1C(C1C=CCCC1)C(C#N)=C(N)O2 (stereo unspecified)	-14%	-6%	?
CSc1cccc(NS(=O)(=O)c2ccc(-c3coc(C)n3)cc2)c1	9%	0%	?
CC(=O)NC1=NN(C(C)=O)C(C)(CS(=O)(=O)c2ccc3ccccc3c2)S1 (stereo unspecified)	-1%	2%	?
Cc1ccc2sc(-c3ccc(N)cc3)nc2c1	-17%	/	?
CC(=O)c1ccc(OCc2cc(C(=O)N(C)Cc3ncc(C)[nH]3)no2)cc1	-4%	-1%	9%
O=c1[nH]ncn1-c1ccc(Br)cc1	-3%	2%	-2%
O=C(CSc1nnc(-c2cccs2)n1-c1ccccc1)N1CCCc2ccccc21	-7%	13%	?
NC(=O)c1cnn(C2CCS(=O)(=O)C2)c1 (stereo unspecified)	15%	1%	-6%
Cc1cc(C)cc(NC(=O)CNC(c2ccccc2)c2ccccc2)c1	-16%	-9%	?
Cc1ccc(C(=O)O)cc1NC(=S)NC(=O)c1ccc(-c2ccccc2)cc1	-20%	-5%	9%
CC(=O)NCCc1ccc(C(=O)COC(=O)c2cccn2C)cc1	2%	/	-2%
CC1=C(C#N)C(NC(=O)C2CCCCC2)(C(F)(F)F)C(=O)N1 (stereo unspecified)	-1%	-1%	-9%

One compound at a time, as listed above. Screens in order: FEN1 inh	N370S GC mod	DT40 TDP1 CPT
Profile of `C=CCNC(=S)Nc1cccc(N)c1` : 12%	4%	5%
Profile of `CC1=C(C#N)C(NC(=O)C2CCCCC2)(C(F)(F)F)C(=O)N1` (stereo unspecified) : -1%	-1%	-9%
Profile of `COC(=O)Cc1[nH]nc2c1C(C1C=CCCC1)C(C#N)=C(N)O2` (stereo unspecified) : -14%	-6%	?
Profile of `O=C(CSc1nnc(-c2cccs2)n1-c1ccccc1)N1CCCc2ccccc21` : -7%	13%	?
Profile of `Cc1ccc(NC(=O)CSc2nc3ccccc3nc2N2CCCC2)cc1` : 6%	6%	12µM*

A portion of the library; rates above refer to the full screens.
